RECQ1 helicase: blocks DNA unwinding by human RECQ1 | P46063 | RECQ1 DNA unwinding, red fluorescence kinetic read | Potency, µM (top dose mostly 57.3 µM), for the others: at the highest dose activity, negative = inhibition, hits mostly inhibitors | actives 0.54% (n = 240,000) | AID 2549;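 note: plate controls were vehicle for no effect and no enzyme for full effect; nearly all actives have a fitted effect of over 30% in size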
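RECQ1T1 50 nM; forked duplex (20 bp + 30-nt ss tails) 200 nM, ATP 2 mM final; pH 8.0, 2 mM MgCl2, 2.5 ug/ml poly(dI-dC); 15 min compound preincubation; discontinuous kinetic read over 2 h at RT.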
L3MBTL1 inh: inhibitors of human L3MBTL1 | actives 0.66% (n = 230,000) | Potency, µM (top dose mostly 57.1 µM), without a hit: at the highest dose activity, negative = inhibition, actives largely listed as inhibitors | AlphaScreen L3MBTL1–H3K9me1 peptide binding; note: % is set by controls: 0 for no effect and ±100 for the full control effect; nearly all actives have a fitted effect of over 60% in size
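AlphaScreen proximity signal between nickel-chelate acceptor and streptavidin donor beads (final 10 ug/mL) reports binding of 50 nM L3MBTL1 to 75 nM biotin-H3 K9me1 peptide; complex incubated with compounds 30 min at room temperature; cefsulodin titration as control.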
SMN2 splice enh: increases expression of the SMN2 splice variant | HEK293 SMN2-luciferase splicing reporter, luminescence, 30-36 h | Potency, µM (series often up to 46.1 µM), without a hit: at the top dose activity change, positive = activation, usual class: activators | actives 2.8% (n = 210,000); note: % of control where 0% means no effect; nearly all actives have a fitted effect of over 55% in size
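qHTS luciferase splicing reporter: luminescence rises when SMN2 exon 7 is included in transfected HEK293 cells. Compound exposure lasted 30-36 h at 37C, with 4.5 mM final sodium butyrate as control, followed by a ONE-Glo read.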
ALDH1A1 inh: blocks purified human ALDH1A1 activity | P00352 | Purified ALDH1A1, NADH fluorescence, propionaldehyde substrate | Potency, µM (highest dose often 75.3 µM), inactives show at the top dose activity, negative = inhibition, most hits filed as inhibitors | actives 7.3% (n = 220,000) | AID 1030; active = well fitted inhibition curve with a large enough effect, not every such curve was filed as active; inconclusive = small, poorly fitted or top-dose-only effect, or another doubt; inactive = no such curve, though single readings can be large or run the other way;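 note: plate controls were no enzyme wells and a reference inhibitor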
Target sequence (P00352 whole entry, looked up): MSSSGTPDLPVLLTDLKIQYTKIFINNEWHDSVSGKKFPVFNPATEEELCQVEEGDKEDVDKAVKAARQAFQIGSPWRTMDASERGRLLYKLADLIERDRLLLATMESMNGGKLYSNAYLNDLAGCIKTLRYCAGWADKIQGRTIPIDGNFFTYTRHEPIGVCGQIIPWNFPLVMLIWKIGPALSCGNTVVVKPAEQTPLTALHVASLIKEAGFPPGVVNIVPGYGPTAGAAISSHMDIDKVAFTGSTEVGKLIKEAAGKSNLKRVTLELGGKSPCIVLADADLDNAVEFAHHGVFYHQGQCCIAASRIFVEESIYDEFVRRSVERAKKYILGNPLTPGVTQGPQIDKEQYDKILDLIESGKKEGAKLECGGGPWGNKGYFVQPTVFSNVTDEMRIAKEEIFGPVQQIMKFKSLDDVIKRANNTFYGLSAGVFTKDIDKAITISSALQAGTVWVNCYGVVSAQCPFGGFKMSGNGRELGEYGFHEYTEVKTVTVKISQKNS
JMJD2E inh: JMJD2E (human) inhibition. Potency, µM (top dose mostly 57.1 µM), without a hit: at the highest dose activity change, negative = inhibition, hits mostly inhibitors. B2RXH2. actives 1.6% (n = 230,000). AID 2147. JMJD2E catalytic domain, FDH-coupled NADH fluorescence (FDH is formaldehyde dehydrogenase); active = well fitted inhibition curve with a large enough effect, not every such curve was filed as active; inconclusive = small, poorly fitted or top-dose-only effect, or another doubt; inactive = no such curve, though single readings can be large or run the other way;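 note: 0% = wells with enzyme and -100% = buffer wells without enzyme; nearly all actives have a fitted effect of over 50% in size; many of its hits are not listed in these tables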
Target sequence (B2RXH2 1-337 limits assumed): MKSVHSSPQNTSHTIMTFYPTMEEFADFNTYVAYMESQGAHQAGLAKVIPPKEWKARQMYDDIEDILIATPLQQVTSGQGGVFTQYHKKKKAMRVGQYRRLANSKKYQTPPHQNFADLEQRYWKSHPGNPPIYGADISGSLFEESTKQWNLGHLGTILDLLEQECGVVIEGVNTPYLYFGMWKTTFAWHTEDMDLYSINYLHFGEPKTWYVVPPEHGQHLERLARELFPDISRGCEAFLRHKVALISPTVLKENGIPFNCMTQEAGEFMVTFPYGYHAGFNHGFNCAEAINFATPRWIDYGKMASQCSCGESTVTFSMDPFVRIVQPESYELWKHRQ
KinaseGlo FLuc: blocks Kinase-Glo luciferase, a counter-screen artifact | Q27757 | Kinase-Glo luciferase, ATP luminescence, 8 min | Potency, µM (top dose mostly 38.3 µM), without a hit: top-dose activity change, negative = inhibition, hits mostly inhibitors | actives 0.28% (n = 200,000) | AID 1379; note: % is set by controls: 0 for no effect and ±100 for the full control effect; nearly all actives have a fitted effect of over 60% in size
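Compounds were added to a substrate mix at pH 7.2 (50 mM imidazole, 10 uM ATP, within the enzyme's linear range), followed by Kinase-Glo detection reagent; luminescence was measured after 8 minutes at ambient temperature.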
Lamin A splicing: modulators of lamin A splicing | actives 0.01% (n = 200,000) | Potency, µM (top dose mostly 46.1 µM), without a hit: top-dose ratio change, negative = inhibition, usual class: inhibitors | HeLa LMNA splicing GFP/RFP minigene ratio, 48 h; active = well fitted inhibition curve with a large enough effect in the signal ratio, with a control signal flat, not every such curve was filed as active; inconclusive = small, poorly fitted or top-dose-only effect, or effect the other way, or a change in a side signal; the % refers to the signal ratio; note: % is set by controls: 0 for no effect and ±100 for the full control effect
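Read-out is the ratio of GFP to DsRed2 object intensity, acquired by 488 nm laser-scanning cytometry on HeLa lamin A-EGFP minigene reporter cells. Compound incubation 48 hrs at 37 °C in Opti-MEM with 2% FBS; DMSO 0.5% final.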
Tau ThT inhib: tau fibrillization inhibition (ThT binding); P10636; recombinant tau K18 P301L (four-repeat tau fragment), heparin-induced fibrillization, ThT fluorescence; Potency, µM (series often up to 57.4 µM), without a hit: at the highest dose activity, negative = inhibition, hits mostly inhibitors; actives 2.1% (n = 270,000); AID 1460; note: % is set by controls: 0 for no effect and ±100 for the full control effect; nearly all actives have a fitted effect of over 55% in size
Target sequence (P10636 561-689 P618L limits assumed): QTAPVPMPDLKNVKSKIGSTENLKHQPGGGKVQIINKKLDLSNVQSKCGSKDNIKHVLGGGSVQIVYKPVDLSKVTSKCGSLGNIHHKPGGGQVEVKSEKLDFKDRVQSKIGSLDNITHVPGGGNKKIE
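K18 P301L tau (15 uM + 0.24 uM Alexa 594-tagged), heparin 20 uM, NaOAc pH 7, 6 h 37 C; ThT 30 uM, 1 h RT, ex 450/em 510 nm.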
An asterisk follows results filed as active; i = inactive; ? = inconclusive; . = no result given; [ ] = another dose, or the depositor's remark. Unless noted, calls come from the whole dose curve; as a rule, active = well fitted curve in the direction sought with a large enough effect; inconclusive = small, poorly fitted or top-dose-only effect, or another doubt; inactive = no such curve, though single readings can be large; an effect the other way counts as inactive or inconclusive. Potency is the fitted concentration of half-maximal effect.

SMILES	RECQ1 helicase	L3MBTL1 inh	SMN2 splice enh	ALDH1A1 inh	JMJD2E inh	KinaseGlo FLuc	Lamin A splicing	Tau ThT inhib
CNC(=S)N(CCc1c(C)[nH]c2ccccc12)Cc1cc(OC)c(OC)c(OC)c1	i	-4%	3%	13%	13%	-1%	-3%	-13%
c1ccc(CSc2ccc3nnc(-c4ccccn4)n3n2)cc1	-5%	-15%	0%	8%	-4%	-3%	14%[46 µM]	-8%
O=C(CN(CC1CCCO1)C(=O)CNS(=O)(=O)c1ccccc1)NCc1ccco1 (stereo unspecified)	3%	-13%	.	8%	-6%	-3%	.	2%
CC(=O)Nc1cccc(OCC(=O)Nc2sccc2C(N)=O)c1	-1%	?	.	-15%	1%	.	-19%[46 µM]	?
Cc1cc(NC(=O)c2noc3c2CCc2ccccc2-3)no1	-10%	5%	?	4%	-4%	1%	-12%	1%
COc1ccc2cc(CN(CC3CCCO3)C(=S)Nc3ccccc3)c(=O)[nH]c2c1 (stereo unspecified)	-18%	-14%	.	7.1µM*	-28%	1%	?	-13%
N=C(N)c1ccc(N2CCN(C3CCN(CC(=O)O)CC3)CC2)cc1	i	.	-6%	-3%	-10%	0%	.	-9%
CCOC(=O)N1CCN(S(=O)(=O)c2ccc(C(=O)NNc3nc4cc(C)cc(C)c4s3)cc2)CC1	-9%	?	.	-9%	25µM*	-3%	?	-15%
Cc1cc(C(=O)NCC(C)C)c2ccccc2n1	i	.	?	6%	4%	-4%	-1%	-1%
C=C(C)CC(Nc1ccc(OC)cc1)c1ccco1 (stereo unspecified)	22%	-13%	11%	-6%	2%	-5%	.	-18%
CC12CCC(C(=O)NCc3ccc4c(c3)OCO4)(OC1=O)C2(C)C (stereo unspecified)	7%	-3%	-46%[inhibitor]	?	-3%	-1%	6%	-6%
COc1cccc(NC(=O)c2ccc(NCCCN3CC(C)CC(C)C3)c([N+](=O)[O-])c2)c1 (stereo unspecified)	-16%	.	-13%	3%	0%	-1%	.	?
Cc1cc(C)c2cc(C#N)c(SCC(=O)NCc3ccco3)nc2c1	7%	.	.	?	?	-2%	-6%	?
Cc1cc(C)c2c(c1)OC(=O)CC2c1ccccc1C (stereo unspecified)	-8%[81.1 µM]	17%	.	-14%[120 µM]	.	0%[39.9 µM]	.	-18%[81.4 µM]
CC(C)CCC(O)(CCC(C)C)C(=O)NN1CCCCC1	-9%	32%[activator]	-13%	3%	-4%	0%	-9%	-15%
O=C(O)Cc1ccc(NC(=S)NCc2ccco2)cc1	-5%	5%	5%	4%	-5%	1%	-3%	0%
CC(=O)c1sc(=S)n(-c2ccc(Cl)cc2)c1C	i	-15%	-1%	-13%	1%	-1%	.	-7%
CCn1c(/N=C/c2c[nH]c3ccccc23)nc2ccccc21	i	-5%	.	?	-5%	.	1%	?
COC(=O)Nc1ccc(S(=O)(=O)N2CCC(C)CC2)cc1	i	.	-15%	-7%	2%	-4%	-4%	-11%
CN(CCc1ccccn1)S(=O)(=O)c1ccc2c3c(cccc13)C(=O)N2	-7%	2%	?	?	?	-1%	1%	-3%

Looked up by structure from the list above:
SMILES	RECQ1 helicase	L3MBTL1 inh	SMN2 splice enh	ALDH1A1 inh	JMJD2E inh	KinaseGlo FLuc	Lamin A splicing	Tau ThT inhib
CC(=O)c1sc(=S)n(-c2ccc(Cl)cc2)c1C	i	-15%	-1%	-13%	1%	-1%	.	-7%
COc1cccc(NC(=O)c2ccc(NCCCN3CC(C)CC(C)C3)c([N+](=O)[O-])c2)c1 (stereo unspecified)	-16%	.	-13%	3%	0%	-1%	.	?
CC(C)CCC(O)(CCC(C)C)C(=O)NN1CCCCC1	-9%	32%[activator]	-13%	3%	-4%	0%	-9%	-15%
CN(CCc1ccccn1)S(=O)(=O)c1ccc2c3c(cccc13)C(=O)N2	-7%	2%	?	?	?	-1%	1%	-3%
O=C(O)Cc1ccc(NC(=S)NCc2ccco2)cc1	-5%	5%	5%	4%	-5%	1%	-3%	0%
COC(=O)Nc1ccc(S(=O)(=O)N2CCC(C)CC2)cc1	i	.	-15%	-7%	2%	-4%	-4%	-11%
CCn1c(/N=C/c2c[nH]c3ccccc23)nc2ccccc21	i	-5%	.	?	-5%	.	1%	?

Next part
SMILES	RECQ1 helicase	L3MBTL1 inh	SMN2 splice enh	ALDH1A1 inh	JMJD2E inh	KinaseGlo FLuc	Lamin A splicing	Tau ThT inhib
Cc1cccc(C(=O)N2CCC(=O)N(C(COCc3cccc(C(F)(F)F)c3)Cc3ccccc3)CC2)c1 (stereo unspecified)	i	1%	-15%	-10%	2%	1%	?	?
CCCC(C)c1nnc(NC(=O)CS(=O)(=O)Cc2ccccc2)s1 (stereo unspecified)	-12%	0%	-26%	25µM*	-2%	-3%	-3%	?
O=C(NNC(=O)c1ccc(Oc2ccc(C3SCCS3)cc2)o1)c1ccc(Cl)cc1	0%	-2%	.	.	-7%	.	.	-9%
CCCCn1c(SCC(=O)c2ccc(O)c(O)c2)nc2ccsc2c1=O	22µM*	-2%	17%	?	?	3%	?	?
O=C(Nc1ccc(Oc2ccccc2)cc1)C1CCCN(c2ncccn2)C1 (stereo unspecified)	-3%	2%	-7%	1%	-3%	-1%	3%	-3%
COC(=O)C1CCN(C2CC(=O)N(c3cc(C)cc(C)c3)C2=O)CC1 (stereo unspecified)	i	9%	5%	-18%	-4%	3%	.	3%
Cc1cc([N+](=O)[O-])nn1CC(=O)N/N=C/c1ccccc1Br	9%	-7%	.	2%	6%	.	.	-8%
Cc1ccc(-c2nnc(SCC(=O)N3CCOCC3)nc2-c2ccc(C)cc2)cc1	-9%	-14%	15%	?	-12%	0%	?	?
CC(C)Nc1ncnc2ccc(Br)cc12	1%	3%	-87%[inhibitor]	-16%	-7%	-1%	?	2%
CN1CCC(=NNC(=O)C(=O)Nc2ccccc2)CC1	0%	0%	5%	3%	47%[activator]	-4%	-4%	-5%
NS(=O)(=O)c1ccc(NC(=O)/C=C/c2ccccc2Cl)cc1	0%	-8%	-5%	6%	?	-1%	.	2%
COc1ccc(S(=O)(=O)Nc2cc(C(=O)NCCC(C)C)ccc2N2CCOCC2)cc1	6%	-4%	5%	14µM*	-4%	-3%	?	-14%
CN1c2ccccc2C(C)(C)C12CC(c1ccc(Cl)c(S(=O)(=O)N3CCCC3)c1)=NO2 (stereo unspecified)	8%	7%	.	-9%	11%	0%	?	-6%
CC1CCN(S(=O)(=O)c2cn(CC(=O)N3CC(C)CC(C)C3)c(=O)c3ccccc23)CC1 (stereo unspecified)	1%	4%	1%	?	4%	2%	1%	-5%
CCOC(=O)CCC(=O)N(CCN(C(=O)CCC(=O)OCC)c1ccccc1)c1ccccc1	-4%	6%	18%	2%	7%	-1%	-1%	8%
COC(=O)c1cc(S(=O)(=O)NCc2ccc(S(N)(=O)=O)cc2)oc1C	i	-1%	.	-1%	-15%	.	16%[46 µM]	-7%
Cc1cc[n+](CC(=O)c2ccc3c(c2)OCCO3)cc1	-1%	10%	4%	12%	10%	0%	-11%	-4%
COc1ccccc1OCCNC(=O)C1CCCCC1	i	5%	0%	6%	-11%	-1%	2%[46 µM]	3%
CCc1nnc(NC(=O)CSc2nnc3ncccn23)s1	0%	-4%	-29%	?	-9%	4%	-6%	-16%
CNC(=O)c1ccsc1NC(=O)c1ccc(S(=O)(=O)N2CCOCC2)cc1	i	0%	-11%	0%	3%	-1%	-4%	1%
O=C(O)c1cccc(NS(=O)(=O)c2ccc(Cl)c(C(=O)O)c2)c1	0%	5%	3%	5%	5%	-2%	3%	-4%
COc1ccc(N2CCN(CC(=O)Nc3c(C)cc(C)cc3C)CC2)cc1	-3%	-2%	.	5%	1%	.	-9%	-14%
Cc1ccc(CNC(=O)C(=O)NCC2OCCN2S(=O)(=O)c2ccc3c(c2)OCCO3)cc1 (stereo unspecified)	-6%	2%	-31%[inhibitor]	-16%	6%	10%	?	0%
CCCCC(=O)OCc1cn(-c2ccc(Cl)cc2)nn1	-5%	18%	9%	-6%	5%	-1%	-1%	-9%
CCCc1ccc(OCCNC(=O)CC)cc1	0%	-5%[11.4 µM]	0%	4%	4%	-1%	8%	-4%
O=c1[nH]c2ccccc2nc1C(Nc1ccccc1)c1ccccc1 (stereo unspecified)	-18%	-3%	.	13%	-5%	.	.	-3%
CC(=O)c1c(OC(=O)c2ccccc2)c2ccccc2n1C	-9%	9%	-1%	-2%	-3%	-3%	14%	-12%
O=C(O)c1cccc(CSc2ncccn2)c1	3%	.	.	7%	-3%	-1%	-5%	4%
Cc1cc(C)cc(NC(=O)N2CCCC2C(=O)Nc2ccc(-n3cnnn3)c(C)c2)c1 (stereo unspecified)	-6%	1%	-11%	4%	5%	1%	15%	-13%
CC(=O)Nc1ccc(-c2c(C)cc3oc(=O)cc(-c4ccccc4)c3c2C)cc1	-13%[81.1 µM]	5%	.	?	.	2%[39.9 µM]	.	-8%[81.4 µM]
CCC(C)(C)C1CCc2[nH]nc(C(=O)N/N=C(\C)c3ccco3)c2C1 (stereo unspecified)	-2%	-7%	.	.	1%	.	.	0%
O=C(c1csnn1)N1CCC2(CC1)CCN(c1cccc(-c3ccccc3)c1)CC2	i	.	-39%[inhibitor]	3%	.	-2%	.	.
Cc1nnc(SCc2cnc(-c3ccc(C(C)C)cc3)s2)n1C	-3%	-1%	?	-1%	-3%	-2%	?	-6%

The list is partial; count on the stated rates, not on these rows.
